From PubChem BioAssay
TbREL1 inh = TbREL1 RNA ligase inhibitors, primary screen, biochemical, FRET fluorescence. RNA-editing ligase 1, mitochondrial (Trypanosoma brucei brucei), P86926. TbREL1 RNA ligation. inhibition, % at 9.66 µM. 89,000 tested, 0.49% active;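 active = inhibition above the mean inhibition across all screened compounds plus 3 SD, cut at about 11% in these data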;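 note: 0% = plate median of test wells and 100% = NSC42067 control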
Target sequence (P86926 whole entry, looked up): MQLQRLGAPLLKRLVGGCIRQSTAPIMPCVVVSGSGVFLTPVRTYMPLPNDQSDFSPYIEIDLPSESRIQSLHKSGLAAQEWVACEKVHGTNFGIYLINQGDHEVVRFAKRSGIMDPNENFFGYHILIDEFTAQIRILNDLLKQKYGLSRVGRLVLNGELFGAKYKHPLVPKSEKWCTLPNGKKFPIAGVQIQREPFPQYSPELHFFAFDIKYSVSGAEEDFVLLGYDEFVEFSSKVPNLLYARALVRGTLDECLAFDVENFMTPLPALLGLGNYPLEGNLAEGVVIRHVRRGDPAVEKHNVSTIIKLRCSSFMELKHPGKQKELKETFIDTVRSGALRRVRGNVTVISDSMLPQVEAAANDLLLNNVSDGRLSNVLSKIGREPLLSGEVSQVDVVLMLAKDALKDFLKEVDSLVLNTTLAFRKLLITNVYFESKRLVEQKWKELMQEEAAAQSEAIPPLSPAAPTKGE
* hit, by the source's call.

TbREL1 inh	Compound
9	COc1cc(CC(=O)O)c([N+](=O)[O-])cc1OC
-4	Cc1ccc(NC(=O)CSCC(=O)Nc2nnc(C3CC3)s2)cc1
2	CCOc1ccc(S(=O)(=O)N2CCN(C(=O)Cc3ccc(S(=O)(=O)N4CCOCC4)s3)CC2)cc1
0	COc1cc(NS(=O)(=O)c2ccc(C)cc2)c2ncccc2c1
-7	CCN1CCCc2cc(CN(CCN3CCOCC3)C(=S)Nc3cc(F)cc(F)c3)ccc21
-2	CCCSc1ccc([C@@H]2[C@@H]3C(=O)N(CC)C(=O)[C@@H]3[C@]3(C(=O)OC)CCCCN23)cc1OC
5	CN(C)Cc1ccccc1CCc1ccccc1
0	CC(=O)Nc1ccc(/C=C/c2nc3ccccc3[nH]c2=O)cc1
2	Cc1ccc(C)c(OCCC(=O)OCC(=O)NC2CCCC2)c1
0	COc1ccc(CC(=O)NNc2ncnc3c2cnn3-c2ccc(C)cc2)cc1
7	C[C@H](CO)N1C[C@H](C)[C@@H](CN(C)C)Oc2c(NS(=O)(=O)c3ccccc3)cccc2C1=O
3	O=C(c1cccc(-c2nnc(-c3ccccc3)o2)c1)N1CCCCC1
0	CC12CCC(c3c(C(=O)N4CCOCC4)nn(-c4ccccc4)c31)C2(C)C (stereo not given)
-3	COc1ccc(CC(=O)N2CCN(C(=O)c3ccc4nc(C)n(C5CCCC5)c4c3)CC2)cc1
-1	Cc1c(C(=O)Nc2cccc(-c3nnc4n3CCCCC4)c2)oc2ccccc12
1	O=C(CSc1nc2ccccc2s1)Nc1cc(S(=O)(=O)N2CCOCC2)ccc1Cl
-2	CC1(C)Cc2nc3sc4c(SCC(=O)NCc5ccco5)ncnc4c3cc2CO1
7	Cc1nnc(NC(=O)CSc2n[nH]c(-c3ccccc3)n2)s1
-1	CCOC(=O)c1c(C)[nH]c(C(=O)COC(=O)C2(C)CC2(Cl)Cl)c1C (stereo not given)
-2	CCCN(C(=O)Cc1nc(N)n[nH]1)C1(C(=O)Nc2c(C)cccc2C)CCCCC1
2	CCc1ccc(NC2Nc3cc(C)nn3S2)cc1 (stereo not given)
-1	O=C(Nc1ccc(N2CCCCC2)cc1)c1ccc(F)cc1
2	Cc1ccc(-c2cc3nn(-c4ccccc4)c(N)c3c(=O)o2)cc1
-3	CC(Sc1nc(N2CCOCC2)nc(N2CCOCC2)n1)C(=O)Nc1ccccc1 (stereo not given)
1	COc1cccc(CNC(=O)Cn2c(-c3ccccc3)cc(C(C)=O)c2C)c1
-1	CCOc1ccc(C(=O)NCC(C)C)cc1
-5	S=c1[nH]nc(-c2ccco2)n1-c1ccc(Br)cc1
-1	CC(=O)c1cccc(NC(=O)C2CCN(S(=O)(=O)c3ccc(F)cc3)CC2)c1
4	C/C(N)=C(/C#N)C(=O)COC(=O)CCCNC(=O)c1ccc(Cl)cc1
-7	COc1cc(C(=O)NC(=S)N(C)Cc2ccccc2)cc(OC)c1OC
-3	COc1ccc(C(=O)Nc2ccc(O)c3ccccc23)cc1
1	CC(C)(C)OC(=O)N1CCC(CC2CC(c3ccncc3)=NO2)(C(=O)O)CC1 (stereo not given)
1	Oc1ccc(CNc2ccccc2F)c2cccnc12
2	CC1(C)CC(=O)C=C(c2ccc(I)cc2)C1
1	COc1ccc(N2CC(C(=O)N3CCN(C)CC3)CC2=O)cc1 (stereo not given)
4	O=C(CO)N/N=C/c1cccc(Cl)c1Cl
-2	CC(=O)NC12CC3CC(C1)CC(C(=O)N1CCN(S(=O)(=O)c4ccccc4[N+](=O)[O-])CC1)(C3)C2
2	O=C(NNC(=O)C1CC1c1ccccc1)c1cccc([N+](=O)[O-])c1 (stereo not given)
-3	CCc1noc(C)c1C(=O)Nc1cccc(S(=O)(=O)N(C)c2ccccc2)c1
2	O=C(CSc1ccc(-c2ccccn2)nn1)c1ccc(F)cc1
3	Nc1cccc(Oc2ccc3c(c2)C(=O)N(CCO)C3=O)c1
-4	O=C(NCc1ccccc1)/C(=C\c1cccc([N+](=O)[O-])c1)NC(=O)c1ccco1
1	CN(Cc1ccc(F)cc1)C(=O)c1cccc(OCc2ccccc2)c1
-2	Cc1ccc(S(=O)(=O)N2CCC(=O)N(C(COCc3ccccc3)Cc3ccccc3)CC2)cc1 (stereo not given)
-3	COc1ccc(-n2c(COc3ccc(Cl)cc3)nnc2SCC(=O)c2ccc(-c3ccccc3)cc2)cc1
4	Cc1cc(C(=O)NN=C2CCCCC2)c2ccccc2n1
6	Cn1cc(/C=N/NC(=O)c2cccc([N+](=O)[O-])c2)c2ccccc21
0	Oc1ccc(-c2c(C3=CCCCC3)sc3ccccc23)cc1

Next part, starting with the last five of the part before.
TbREL1 inh	Compound
-2	Cc1ccc(S(=O)(=O)N2CCC(=O)N(C(COCc3ccccc3)Cc3ccccc3)CC2)cc1 (stereo not given)
-3	COc1ccc(-n2c(COc3ccc(Cl)cc3)nnc2SCC(=O)c2ccc(-c3ccccc3)cc2)cc1
4	Cc1cc(C(=O)NN=C2CCCCC2)c2ccccc2n1
6	Cn1cc(/C=N/NC(=O)c2cccc([N+](=O)[O-])c2)c2ccccc21
0	Oc1ccc(-c2c(C3=CCCCC3)sc3ccccc23)cc1
0	CCOc1cc(/C=C2\SC(=S)N(Nc3ccccc3)C2=O)ccc1O
3	CCn1cnnc1SCC(=O)NCC1COc2ccccc2O1 (stereo not given)
-3	Cc1ccc(C(=O)Nc2sc(C(=O)N(C)C)c(C)c2C#N)cc1
3	COc1ccccc1OC(C)C(=O)N1CC(=O)Nc2ccccc21 (stereo not given)
-2	CC1SC(C)C(=O)N(CC(=O)NC2CCCCC2)C1=O (stereo not given)
-3	O=C(C1CC(=O)N(c2ccccc2)C1)N1CCN(c2ccccc2)CC1 (stereo not given)
2	COc1ccccc1C(=O)OCC#CCSc1nnc(-c2cccc3ccccc23)o1
-1	COc1ccccc1/C=C/C(=O)Nc1ccc2c(c1)CCC2
-3	Cc1ccccc1C(=O)N[C@H](C(=O)N1CCC[C@H]1C(=O)NCc1ccccc1)C(C)C
-3	C=C[C@@]1(C)CCC(/C(C)=C/C=C/C(C)(C)O)C[C@@H]1C(=C)C (stereo not given in full)
1	S=C(Nc1ccc(-c2nc3ccccc3[nH]2)cc1)Nc1cccnc1
-3	COc1cc(O)c(C(CC(=O)N2CCCC2)c2ccc3c(c2)OCO3)c(OC)c1 (stereo not given)
9	Cc1c(Br)c([N+](=O)[O-])nn1CCCC(=O)Nc1sc2c(c1C(N)=O)CCC(C)C2 (stereo not given)
1	CCOC(=O)C1C(=O)NC(c2ccccc2)=NC1c1ccc(Cl)cc1 (stereo not given)
1	CCNC(=O)CN1c2cccc3cccc(c23)S1(=O)=O
-2	COc1ccc(S(=O)(=O)NC2CCN(C#N)CC2)cc1
-2	COc1ccccc1OCCCC(=O)Nc1nnc(C2CCCO2)s1 (stereo not given)
-3	CC(C)N(C(=O)CSc1ncnc2sc(-c3ccccc3)cc12)C(C)C
-1	Cc1cccc(C(=O)N2CCNC(=O)C2CC(=O)Nc2cccc(Cl)c2)c1 (stereo not given)
0	CSc1cccc(NC(=S)NC(=O)CCc2ccccc2)c1
1	CC1CCCN(c2ccc(F)cc2N)C1 (stereo not given)
5	CN(Cc1cccs1)C(=O)Cn1cnc2cc([N+](=O)[O-])ccc2c1=O
1	Cc1ccc(-n2[nH]c(C)c(/C=N/c3ccccn3)c2=O)cc1
-1	O=C(NC12CC3CC(CC(C3)C1)C2)c1ccc(-c2ccc(Cl)cc2)o1
7	COc1ccc(CC(=O)N2CCC(CCC(=O)Nc3ccccc3)CC2)cc1
0	Cc1cccc(C)c1-n1nnnc1C(c1ccnc2ccccc12)N1CCN(c2ccccc2F)CC1 (stereo not given)
-3	O=C(COC(=O)C1(c2ccc(Cl)cc2)CCCC1)NCc1ccco1
2	O=C(O)c1ccc(COc2ccc3ccccc3c2)o1
0	O=C(CSc1nc2ccccc2c(=O)n1NC(=O)Cc1ccccc1)NCCc1ccccc1
8	COc1ccc(N/C=C/C(=O)C(F)(F)F)cc1
1	O=C(COC(=O)/C=C/c1cnc2ccccc2n1)NCC(F)(F)F
1	CCOC(=O)COc1cc2oc(=O)cc(C)c2cc1[N+](=O)[O-]
0	CCc1cccc(CC)c1NC(=O)c1cccc(NC(=O)c2ccccc2)c1
4	CC(C)(C)c1ccc(S(=O)(=O)N2CCCC2C(=O)N2CCc3ccccc3C2)cc1 (stereo not given)
-2	C[C@@H]1CN([C@@H](C)CO)C(=O)Cc2cc(NS(=O)(=O)c3cn(C)cn3)ccc2O[C@@H]1CN(C)C(=O)Nc1ccccc1
3	O=C(CSc1nnc(Cc2cc(=O)[nH]c(=O)[nH]2)n1-c1ccccc1)N1CCCC1

Three entries already listed, sorted by molar mass, falling.
TbREL1 inh	Compound
-2	C[C@@H]1CN([C@@H](C)CO)C(=O)Cc2cc(NS(=O)(=O)c3cn(C)cn3)ccc2O[C@@H]1CN(C)C(=O)Nc1ccccc1
4	CC(C)(C)c1ccc(S(=O)(=O)N2CCCC2C(=O)N2CCc3ccccc3C2)cc1 (stereo not given)
1	CCOC(=O)COc1cc2oc(=O)cc(C)c2cc1[N+](=O)[O-]

Fetched one by one from the entries so far (5):
TbREL1 inh	Compound
-1	CC(=O)c1cccc(NC(=O)C2CCN(S(=O)(=O)c3ccc(F)cc3)CC2)c1
1	S=C(Nc1ccc(-c2nc3ccccc3[nH]2)cc1)Nc1cccnc1
-1	CCOc1ccc(C(=O)NCC(C)C)cc1
3	COc1ccccc1OC(C)C(=O)N1CC(=O)Nc2ccccc21 (stereo not given)
4	O=C(CO)N/N=C/c1cccc(Cl)c1Cl

Further compounds follow:
TbREL1 inh	Compound
1	C[C@H]1NC(=O)[C@@]2(C)[C@@H](c3ccccc3)[C@H]3COc4ccccc4[C@H]3N2C1=O
1	O=c1c2cccc(Cl)c2nc2n1Cc1ccccc1-2
-2	CC(=O)c1cccc(OCC(=O)Nc2cc(S(=O)(=O)N3CCOCC3)ccc2N2CCCC2)c1
-2	Cc1csc(N2CCN(c3cc4nc(-c5ccncc5)[nH]c4cc3Cl)CC2)n1
0	COc1cc(C(=O)NC(C)c2ccccc2)ccc1OCC(=O)N1CCOCC1 (stereo not given)
2	O=C(COc1ccc([N+](=O)[O-])cc1Cl)NCC1CCCO1 (stereo not given)
0	COC(=O)c1nn(-c2ccccc2)nc1-c1nn(-c2ccccc2)nc1C(=O)OC
-5	COc1ccccc1-c1nc(S(=O)(=O)c2ccccc2)c(N2CCOCC2)o1
2	CCOc1ccc(NC(=O)Cn2nnc(-c3ccccc3NC(=O)C3CC3)n2)cc1
-4	CN1CCN(c2nc(-c3ccc(Br)cc3)nnc2-c2ccccc2)CC1
6	N#Cc1c(F)cccc1N1CCC(C#N)CC1
5	NS(=O)(=O)c1ccc(CCNC(=O)c2cccc([N+](=O)[O-])c2)cc1
-4	CC(=O)c1ccc(NS(=O)(=O)c2cccc3cccnc23)cc1
-2	CC(C)CN(C(=O)CCCSc1nc2ccccc2[nH]1)c1c(N)n(Cc2ccccc2)c(=O)[nH]c1=O
-4	Cc1cccc(C(=O)OCC(=O)NCCNC(=O)COC(=O)c2cccc(C)c2C)c1C
2	C[C@@H]1CN([C@H](C)CO)C(=O)CCCn2nncc2CO[C@H]1CN(C)CC1CC1
3	CCOC(=O)c1ccc(N2CN(CCc3ccccc3)CNC2=S)cc1
2	CN(C)CCN(C(=O)c1cc(Cl)sc1Cl)c1nc2ccc(F)cc2s1
2	O=C1CN(C(=O)C2CCCCC2)C=CN1CCc1ccccc1Br
2	CC(C)(Cc1cccc(CC(C)(C)C(=O)O)c1)C(=O)O
3	Cc1cccc2nc3ccccc3nc12
-2	CCOC(=O)c1ccc(NC(=O)CCC(=O)OC)cc1
2	CN(C(=O)c1cccc([N+](=O)[O-])c1)c1ccccc1C(=O)NCc1ccccc1
-4	CC1CCCCN1C(=O)c1ccc(NC(=O)c2ccccc2Cl)cc1 (stereo not given)
-1	Cc1cc([N+](=O)[O-])nn1CC(=O)c1ccccc1
5	O=C(c1ccncc1)N1c2ccccc2Sc2ccccc21
-2	C=CCC[C@H](Cc1ccc(F)cc1)C(=O)OC[C@H](Cc1c[nH]c2ccccc12)NC(=O)[C@H](CC=C)CC(=O)N(CCO)Cc1ccccc1
-4	CC(C)(C)NC(=O)CN(C(=O)Cn1nnc(-c2ccccc2F)n1)c1cccc2c1CCCC2
-1	O=S(=O)(c1ccc2c(c1)OCCO2)N1CCC(c2nc3ccc(Cl)cc3[nH]2)CC1
0	Cc1ccc(NC(=S)NCc2ccc(S(N)(=O)=O)cc2)c(C)c1
0	CN(C)c1ccc(C2/C(=C(/O)c3ccccc3)C(=O)C(=O)N2CCCC(=O)O)cc1 (stereo not given)
5	Nc1nc(N)nc(-c2cc(C(F)(F)F)ccc2Cl)n1
2	BrC(=C\c1ccccc1)/C=N/Nc1nc2ccccc2[nH]1
-1	O=C(Nc1ccc(S(=O)(=O)N2CCCC2)cc1)c1ccc(F)cc1
-1	CC(C)C[C@@]12C(=O)N(c3cccc(F)c3)C(=O)N1[C@H](c1ccc(F)cc1)[C@@H]1C(=O)N(C3CCCCC3)C(=O)[C@@H]12
3	CC(=Nc1ccc(C)cc1C)c1sc2ccccc2c1O
2	CC12C(=O)N(c3nccs3)C(=O)C1C1C=CC2C1 (stereo not given)
1	CC(C)Oc1ccccc1C1CC(=O)Nc2cc3c(cc21)OCO3 (stereo not given)
-3	CCCc1cc(-n2ccnc2C)n2c(nc3ccccc32)c1C#N
2	O=C(COC(=O)c1ccc(Br)o1)Nc1nc2ccccc2s1
-4	C=CCn1cc(/C=C2\SC(N3CCOCC3)=NC2=O)c2ccccc21
-4	COc1ccc(COC(=O)c2ccc(S(=O)(=O)N3CCCCC3)cc2)cc1OC
-1	CCc1ccc(CCC(=O)N2CCN(S(=O)(=O)c3ccc(Br)cc3)CC2)cc1

2 neighbouring records already listed, for reference:
TbREL1 inh	Compound
2	O=C(COC(=O)c1ccc(Br)o1)Nc1nc2ccccc2s1
-4	C=CCn1cc(/C=C2\SC(N3CCOCC3)=NC2=O)c2ccccc21

The list is partial (hit frequency here may not be typical).
